FECH inh: blocks human mitochondrial ferrochelatase activity; P22830; purified FECH, Ni-mesoporphyrin absorbance 550 nm; calls only at 10 µM (by protocol); 20,000 compounds, 3.3% hits; AID 1671448;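 active means enzyme reaction rate more than 3 SD below the solvent-only control wells on the same plate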;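 further: lower slope than DMSO wells means FECH inhibition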
Target sequence (P22830 whole entry, looked up): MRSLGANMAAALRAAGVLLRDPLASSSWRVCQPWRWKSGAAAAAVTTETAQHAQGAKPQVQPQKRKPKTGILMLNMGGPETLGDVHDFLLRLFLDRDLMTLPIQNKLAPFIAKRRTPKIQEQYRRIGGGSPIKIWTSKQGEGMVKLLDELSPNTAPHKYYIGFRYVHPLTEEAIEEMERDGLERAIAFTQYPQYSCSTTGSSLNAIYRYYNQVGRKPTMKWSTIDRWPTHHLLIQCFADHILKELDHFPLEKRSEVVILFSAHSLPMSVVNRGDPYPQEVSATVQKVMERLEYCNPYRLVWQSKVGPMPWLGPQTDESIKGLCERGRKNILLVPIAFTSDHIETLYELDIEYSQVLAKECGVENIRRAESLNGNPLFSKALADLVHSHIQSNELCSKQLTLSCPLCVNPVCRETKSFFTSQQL
Calls only; i = inactive; + = active, no number.

#	canonical_smiles	FECH inh
1	Cc1ccc(-c2nc(C)cc(OCC(=O)Nc3cc(C)ccc3C)n2)cc1	i
2	Cc1cc(C(=O)NCCSc2ncn[nH]2)c(NC(=O)C(C)(C)C)s1	i
3	Cn1c(=O)c(C(=O)NC2CCCCC2)nc2ccccc21	i
4	CCCc1nc(C(=O)N2CCn3c(C(N)=O)cnc3C2)cs1	i
5	Cc1ccc(S(=O)(=O)NCc2nc3cccnc3n2Cc2ccccc2Cl)c(C)c1	i
6	COc1ccc([C@@H](C)NC(=O)[C@@H]2C[C@H](NC(=O)c3cccc(C)c3)CN2C)cc1	i
7	CCN(CC)C(=O)[C@@H]1C[C@@H](N)CN1C1CCN(c2ccc3c(c2)CCC3)CC1	i
8	FC(F)(F)CCc1ccnc(NC2CCOC2)n1 (stereo not given)	i
9	Cc1ncc2c(=O)n(CCOc3ccccc3)c(=O)n(C)c2n1	i
10	CCc1nc(C)sc1CNC(=O)c1cc(C(C)C)on1	i
11	CCOc1ccc(CC(=O)Nc2cc(C)nn2-c2ncnc3c2cnn3-c2cccc(Cl)c2)cc1	i
12	O=C(c1cccnc1SC/C=C/c1ccccc1)N1CC[C@H](O)C1	i
13	CCN1CCN(c2nc(Nc3ccc(OC)cc3)c3cnn(-c4ccccc4)c3n2)CC1	i
14	CCc1c(C)sc2ncnc(N3CCCN(C(=O)COC)CC3)c12	i
15	Cc1nn(C)c(C)c1CNC(=O)c1ccc(CN2C(=O)CCn3nccc32)cc1	i
16	CC(c1cccnc1)N(C)C(=O)CCSCc1ccc(F)cc1 (stereo not given)	i
17	Cc1cc(C(F)(F)F)n(CC(C)CN2Cc3ncccc3C2=O)n1 (stereo not given)	i
18	O=C(NC1CC(=O)N(c2ccc(F)cc2)C1)c1cccs1 (stereo not given)	i
19	CCc1cc(CN2CCC=C(CNC(C)=O)C2)on1	i
20	COc1cccc(NC(=O)CN2CCN(Cc3ccccc3Cl)S2(=O)=O)c1	i
21	c1ccc(Cc2nc(C3CCOC3)n[nH]2)cc1 (stereo not given)	i
22	Nc1ccc(-c2cc(NCCO)nc3[nH]ccc23)cn1	i
23	CC1CCN(c2nc(Nc3cccc(F)c3)c3cnn(-c4ccccc4)c3n2)CC1	i
24	CCOC(=O)c1ccc(NC(=O)CN2CCN(Cc3ccccc3C)S2(=O)=O)cc1	i
25	COc1cccc(Cn2c(CNC(=O)c3ccccc3F)nc3cccnc32)c1	i

The listing continues.
#	canonical_smiles	FECH inh
26	CCc1ccccc1NC(=O)Cn1c(=O)n(CC2CCC(C(=O)NC)CC2)c(=O)c2sccc21 (stereo not given)	i
27	C=C(C)COc1c(CN2CCCCC2c2nc(C)no2)cccc1OC (stereo not given)	i
28	CN(Cc1ccc(C(=O)Nc2ccc3c(c2)ncn3C)cc1)Cc1cnccn1	i
29	O=C1C[C@H]2CC[C@@H](CN1)N2C(=O)C1CCN(C(=O)Cc2ccccc2)CC1	i
30	CN1CCN(C)C2(CCN(C(=O)c3cn[nH]c3-c3cccs3)CC2)C1	i
31	CSCCCNc1nccc(-c2cnn(-c3ccccc3)c2)n1	i
32	Cc1cc(C)cc(CN2CCN(Cc3cnn(C)c3)CC2=O)c1	i
33	COc1ccc(N2C(=O)CCS2(=O)=O)cc1S(=O)(=O)Nc1ccc2c(c1)OCO2	i
34	COc1ccc(Cl)cc1NCc1cc(=O)n2[nH]c(-c3ccc(C(C)(C)C)cc3)nc2n1	+
35	CCCCN(Cc1ccsc1)C(=O)c1c(C)nc2ncccn12	i
36	CC(=O)Nc1ccc(-c2c(-c3ccccc3)ncn2Cc2ccco2)cc1	i
37	CCc1ccc([C@H]2N[C@@](CC(C)C)(C(=O)OC)[C@H]3C(=O)N(C)C(=O)[C@@H]23)nc1	i
38	Cc1ccc(-c2nnc(-c3nc(NCc4ccc(C)o4)c4ccccc4n3)o2)cc1	i
39	CSc1cccc(NC(=O)CN2CCCN(Cc3cccc(F)c3)S2(=O)=O)c1	i
40	Cc1ncsc1CCC(=O)N(Cc1c(C)nn(C)c1C)C1CC1	i
41	COc1cccc(S(=O)(=O)NCc2nc3cccnc3n2Cc2ccccc2)c1	i
42	Cc1cc(C)cc(NC(=O)c2ccc(CN3C(=O)CCn4nc(C)cc43)cc2)c1	i
43	O=c1cc(CN2CCOCC2)nc2nc(NCc3ccc(Cl)cc3)[nH]n12	i
44	CNC(=O)CC(C)N(C)Cc1cc2c(cc1OC)CCC2 (stereo not given)	i
45	COc1ccc(CC(=O)N(Cc2nc3nc(C)cc(C)n3n2)c2ccccc2OC)cc1	i
46	COc1cccnc1-c1c(C)cc(C)cc1C	i
47	Cc1cc(CC(=O)N2C[C@H]3OC(=O)N(Cc4ccccn4)[C@H]3C2)on1	i
48	COc1ccc(Nc2ncnc3sc(C)c(S(=O)(=O)N4CCCCC4)c23)cc1OC	i
49	COc1ccc2[nH]c(C(=O)NCCc3ccccn3)c(C)c2c1	i
50	Cc1cc(C)cc(-n2c(CN3CCN(S(=O)(=O)c4ccccc4)CC3)nc3cccnc32)c1	i

Structures listed so far that bear a hit mark in FECH inh.
#	canonical_smiles	FECH inh
34	COc1ccc(Cl)cc1NCc1cc(=O)n2[nH]c(-c3ccc(C(C)(C)C)cc3)nc2n1	+

Additional compounds:
#	canonical_smiles	FECH inh
51	Cc1cc(N2CCN(S(=O)(=O)N(C)C)CC2)nc(-c2ccccc2)n1	i
52	OCCn1ccnc1-c1ncc[nH]1	i
53	NS(=O)(=O)c1ccc(NS(=O)(=O)c2ccc(-c3cnc(C4CCCC4)o3)s2)cc1	i
54	CC(=O)N1CCn2nc(C(=O)N3CCCC3c3ccccc3C)cc2C1 (stereo not given)	i
55	O=C1c2cccnc2CN1C(CCn1cncn1)c1ccccc1 (stereo not given)	i
56	Cc1cc(Nc2cc(Cl)ccc2C)n2nc(-c3cccnc3)nc2n1	i
57	COCCN1CCC(CN2CCCC3(CCN(C(=O)N(C)C)C3)C2)CC1 (stereo not given)	i
58	Cc1cc(C)c(Cn2c(=O)c3cnc(C)nc3n(C)c2=O)c(C)c1	i
59	Cc1cccn2c(CNC(C)Cn3cncn3)cnc12 (stereo not given)	i
60	Cc1cccc(-c2cc(N3CCN(C(=O)Nc4ccc(C)c(C)c4)CC3)ncn2)c1	i
61	Cc1ccc(Cn2c(CNC(=O)C(C)Cn3ccnc3C)nc3cccnc32)cc1 (stereo not given)	i
62	Cc1nonc1OCCn1cnc(-c2ccccc2)c1-c1ccc(CO)o1	i
63	Cc1oc(-c2ccccc2Cl)cc1C(=O)N1CCC(C(O)c2ccccn2)CC1 (stereo not given)	i
64	COc1cccc(Cn2c(CNC(=O)C3CCC3)nc3cccnc32)c1	i
65	CC(C)CCNC(=O)c1nc[nH]c1C(=O)N1CCC(C)CC1	i
66	Cc1ccc(S(=O)(=O)N2CCN(Cc3nc4cccnc4n3-c3cccc(C)c3)CC2)cc1	i
67	COC(=O)c1cc2ccsc2n1CC(=O)Nc1ccc(C(C)=O)cc1	i
68	c1cc(CN(Cc2ccsc2)CC2CCCO2)n(-c2nccs2)c1 (stereo not given)	i
69	Cc1cc(=O)oc2cc(-n3cnnc3)ccc12	i
70	O=S(=O)(NCc1cnn2ccccc12)c1cc2ccccc2o1	i
71	CCc1ccc(S(=O)(=O)Nc2cnc(N3CCN(c4cccc(C)c4)C(C)C3)c(C(=O)O)c2)cc1 (stereo not given)	i
72	CCN(C(=O)Cn1c(=O)c2cnc(-c3ccccc3)nc2n(C)c1=O)c1cccc(C)c1	i
73	CCOC(=O)c1cc2ccsc2n1CC(=O)Nc1cccc(SC)c1	i
74	CCc1nn(C)c(Cl)c1CN1CCC2(CCNCC2)CC1	i
75	CN(Cc1nc2ccc(Cl)cc2[nH]1)C(=O)c1cnn2ccn(C)c12	i

Other structures
#	canonical_smiles	FECH inh
76	CN(Cc1n[nH]c2c1CCCC2)C(=O)C(c1ccc(F)cc1)N(C)C (stereo not given)	i
77	Cc1nc2nc(-c3ccccc3)nn2c(Sc2ccccc2NC(=O)c2ccccc2C(F)(F)F)c1C	i
78	Cc1cnc(N(C)CC2CC(=O)N(C(C)(C)C)C2)nc1N(C)C (stereo not given)	i
79	CCc1c(C)nc2ncnn2c1Sc1ccccc1NC(=O)c1c(OC)cccc1OC	i
80	Cc1ccc(-c2nc(CSc3nc(C)c(C)c(=O)[nH]3)c(C)o2)cc1	i
81	CC(c1ccccn1)N(C)Cc1ccc(-n2ccnc2)cc1 (stereo not given)	i
82	Cc1cccc(NC(=O)NCCn2c(-c3ccncc3)nc3cccnc32)c1C	i
83	COc1ccc(Cn2c(CNC(=O)c3ccc([N+](=O)[O-])cc3)nc3cccnc32)cc1	i
84	CN(CC(=O)NCc1cccs1)S(=O)(=O)c1ccc(C(=O)N2CCOCC2)s1	i
85	COc1ccc(Cn2cc(C(=O)N(C)Cc3ccnc4ccccc34)nn2)cc1	i
86	CCCNC(=O)C1CCC(Cn2c(=O)c3sccc3n(CC(=O)NC(C)C)c2=O)CC1 (stereo not given)	i
87	Cc1nc(C(C)C)cc(N2CCN(Cc3ccc(Cl)s3)CC2)n1	i
88	Cc1cccn2cc(C(=O)N[C@@H]3C[C@H]4C(=O)NCC(=O)N4C3)nc12	i
89	COc1ccccc1C(=O)N(Cc1nc2nc(C)cc(C)n2n1)c1ccccc1OC	i
90	COc1ccccc1NC(=O)C1CCN(c2ccc(-c3cccs3)nn2)CC1	i
91	CC(CO)CN(Cc1ccccc1)C(=O)Cc1ccc(O)c(Cl)c1 (stereo not given)	i
92	CCc1nc2nc(C)[nH]n2c(=O)c1NC(=O)Nc1ccc2c(c1)OCCO2	i
93	Cn1nc(-c2cccs2)cc1C(=O)N1CCC(O)(c2ccccn2)CC1	i
94	COc1ccc(/C=C/CN2CCN(c3ncc(Cl)cn3)CC2)cc1	i
95	CCN(C(=O)C1CCCN(c2ncnc3c2nc2n3CCCCC2)C1)c1cccc(Cl)c1 (stereo not given)	i
96	COc1ccc(-c2cc(C(=O)NCc3ccc(F)cc3)[nH]n2)cc1S(N)(=O)=O	i
97	Cc1cccc2cc(CN3C[C@H](OC(C)C)[C@@H](O)C3)c(=O)[nH]c12	i
98	Cc1ccc(C(=O)Nc2ccc(Cl)c(N3CCCS3(=O)=O)c2)cc1C	i
99	CC(C)C1CN(C(=O)Cn2cnc3ccccc3c2=O)CCCN1CC1CC1 (stereo not given)	i
100	CCOc1ccc(OCC(=O)Nc2cc(C)nn2-c2ncnc3c2cnn3-c2cccc(C)c2C)cc1	i

Filtered by structure: the compounds so far with an aryl thioether with sulfur outside any ring (seven)
#	canonical_smiles	FECH inh
2	Cc1cc(C(=O)NCCSc2ncn[nH]2)c(NC(=O)C(C)(C)C)s1	i
12	O=C(c1cccnc1SC/C=C/c1ccccc1)N1CC[C@H](O)C1	i
39	CSc1cccc(NC(=O)CN2CCCN(Cc3cccc(F)c3)S2(=O)=O)c1	i
73	CCOC(=O)c1cc2ccsc2n1CC(=O)Nc1cccc(SC)c1	i
77	Cc1nc2nc(-c3ccccc3)nn2c(Sc2ccccc2NC(=O)c2ccccc2C(F)(F)F)c1C	i
79	CCc1c(C)nc2ncnn2c1Sc1ccccc1NC(=O)c1c(OC)cccc1OC	i
80	Cc1ccc(-c2nc(CSc3nc(C)c(C)c(=O)[nH]3)c(C)o2)cc1	i

Next entries follow.
#	canonical_smiles	FECH inh
101	OCCN1CCC(Cn2ccnc2C2CC=CCC2)CC1 (stereo not given)	i
102	CNC(=O)C1CCC(Cn2c(=O)c3sccc3n(CC(=O)Nc3ccc(F)cc3F)c2=O)CC1 (stereo not given)	i
103	Cc1cc(F)ccc1NC(=O)CNS(=O)(=O)NCc1ccccc1	i
104	CCn1cc(Cn2cnc(-c3ccccc3)c2-c2ccc(C(C)=O)cc2)cn1	i
105	CCC(CO)Nc1nc(SC)nc(-c2ccc(C)cc2)c1C#N (stereo not given)	i
106	COc1ccc(CC2CN(Cc3ccnc(C(C)C)n3)CCO2)cc1 (stereo not given)	i
107	Cc1ccc(NC(=O)C2=CCN(Cc3cccc(C)c3)CC2)cc1	i
108	C=CCN(c1nc2nc(C)c(Cl)c(C)n2n1)S(=O)(=O)c1ccc(C)cc1	i
109	CSc1nc(-c2ccccc2)c(C#N)c(N2CCN(c3ccc(F)cc3)CC2)n1	i
110	CCc1ccccc1NC(=O)CN1CCN(Cc2ccccc2Cl)S1(=O)=O	i
111	CCCC(=O)Nc1nc2n(n1)C(c1ccc(F)cc1)C=C(c1ccc(C)cc1)N2 (stereo not given)	i
112	Cn1c(=O)n(CCN2CCOCC2)c(=O)c2cnc(-c3ccncc3)nc21	i
113	Cc1cc(Nc2ccc(OC(=O)c3ccc(F)c(F)c3)cc2)n2nc(-c3cccnc3)nc2n1	i
114	Cc1c(CN(C)C2CC(C)(C)NC(C)(C)C2)c(=O)n(-c2ccccc2)n1C	i
115	O=C1O[C@@H]2CN(c3nnnn3-c3ccccc3)C[C@@H]2N1Cc1ccccn1	i
116	COc1cccc(-c2cc(N3CCN(C(=O)Nc4cccc(Cl)c4)CC3)ncn2)c1	i
117	Cc1nsc(NC(=O)NC2CCc3ccccc3C2)n1 (stereo not given)	i
118	CCOc1ccc(C(=O)NCc2nc3cccnc3n2Cc2ccc(C)cc2)cc1	i
119	CC1=NN(CC(=O)N(C)CCC(C)(C)O)CC1	i
120	c1ccc2c(-c3n[nH]c(C4CC4)n3)cc(-c3ccncc3)nc2c1	i
121	Cc1nccn1CCN(C)c1cc(NC2CC2)nc(N)n1	i
122	O=C(CCC(=O)N1CCc2cc(S(=O)(=O)N3CCCC3)ccc21)N1CCOCC1	i
123	CCOc1ccc(OCC)c(S(=O)(=O)N2CCN(c3nc(C)cc(N4CCCCC4)n3)CC2)c1	i
124	Cn1cc(NC(=O)CN2CCC(N3CCCC(C(=O)NC4CC4)C3)CC2)cn1 (stereo not given)	i
125	CC(=O)N1CCn2nc(C(=O)NCc3nc4cc(C(C)(C)C)ccc4o3)cc2C1	i

(next part)
#	canonical_smiles	FECH inh
126	CCOc1ccc(-c2nc(CSc3nc4c(c(=O)[nH]3)CCCC4)c(C)o2)cc1	i
127	CCCS(=O)(=O)N1CCN(Cc2nc3cccnc3n2-c2ccccc2)CC1	i
128	CCc1c(C)nc(SCc2nc(-c3ccc(Cl)cc3)oc2C)[nH]c1=O	i
129	CN(Cc1cccc(C(=O)Nc2ccc(F)cc2F)c1)Cc1ccno1	i

Entries by screen from the list:
Compounds 126–129 in FECH inh: i, i, i, i

Screening results from PubChem.

Only part of the results is shown; count on the stated rates, not on these rows.
